mut p53 react: restores mutant p53 pathway signaling in SW480 cells; SW480 PUMA-promoter luciferase, p53 mutant reactivation; activation, % at 9.98 µM; 28,000 compounds, 1.5% hits; in the data active = activation above about 52%
STK33 inh: blocks human STK33 kinase activity; Q9BYT3; ADP-Glo luminescence, MBP substrate; inhibition, % at 12.5 µM; 27,000 compounds, 0.44% hits; AID 2322; in the data active = inhibition above about 20%
Target sequence (Q9BYT3 whole entry, looked up): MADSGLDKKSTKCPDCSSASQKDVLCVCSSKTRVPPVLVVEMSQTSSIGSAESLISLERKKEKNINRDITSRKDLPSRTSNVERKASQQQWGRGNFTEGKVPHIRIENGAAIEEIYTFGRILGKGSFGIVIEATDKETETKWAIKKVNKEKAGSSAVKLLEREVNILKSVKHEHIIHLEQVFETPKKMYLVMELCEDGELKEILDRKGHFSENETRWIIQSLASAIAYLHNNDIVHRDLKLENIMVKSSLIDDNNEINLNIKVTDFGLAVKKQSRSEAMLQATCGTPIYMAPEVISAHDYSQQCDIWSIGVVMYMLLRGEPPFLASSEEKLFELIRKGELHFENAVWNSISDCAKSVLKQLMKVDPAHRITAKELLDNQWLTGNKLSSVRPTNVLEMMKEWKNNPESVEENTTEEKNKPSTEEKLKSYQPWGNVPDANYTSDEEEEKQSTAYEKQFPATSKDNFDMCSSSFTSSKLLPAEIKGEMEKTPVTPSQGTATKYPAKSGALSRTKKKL
Starred values were filed as active, the others as inactive; nt = no result given.

SMILES | mut p53 react | STK33 inh
C[C@H]1CN([C@@H](C)CO)C(=O)Cc2cc(NC(=O)Cc3ccccc3)ccc2O[C@H]1CN(C)CC1CC1 | 13 | 1
C[C@@H]1CN([C@H](C)CO)C(=O)CCCn2nncc2CO[C@H]1CN(C)C(=O)Nc1ccccc1 | nt | 0
C[C@H]1CN([C@@H](C)CO)C(=O)c2cc(C3=CCCC3)cnc2O[C@@H]1CN(C)Cc1ccccc1C(=O)O | 22 | nt
Cc1ccc(Nc2nc(N)nc(CSc3nccn3C)n2)cc1 | 0 | 1
C[C@@H]1CN([C@@H](C)CO)C(=O)Cc2cc(NS(=O)(=O)c3cccs3)ccc2O[C@@H]1CN(C)C(=O)Nc1ccccc1 | nt | -1
C[C@H]1CN([C@@H](C)CO)C(=O)Cc2cc(NC(=O)c3ccncc3)ccc2O[C@@H]1CN(C)S(=O)(=O)c1ccc(F)cc1 | nt | 1
C[C@H]1CN([C@@H](C)CO)C(=O)c2cccc(NC(=O)C3CCOCC3)c2O[C@H]1CN(C)Cc1ccc(C(F)(F)F)cc1 | -10 | nt
Cc1ccc(-c2cnc3c(c2)C(=O)N([C@@H](C)CO)C[C@@H](C)[C@H](CN(C)C(=O)c2ccc(F)cc2)O3)cc1 | 11 | nt
C[C@H]1CN([C@@H](C)CO)C(=O)c2cccc(NC(=O)c3nc4ccccc4s3)c2O[C@H]1CN(C)S(=O)(=O)c1cccs1 | 2 | nt
C[C@H]1CN([C@@H](C)CO)C(=O)Cc2cc(NC(=O)CCC(F)(F)F)ccc2O[C@H]1CN(C)C(=O)Nc1ccccc1 | 5 | -2
Cc1ccc(N(C(C)C(=O)NC2CC2)S(C)(=O)=O)cc1 (configuration not stated) | 6 | 0
COc1ccc(S(=O)(=O)Nc2ccc3c(c2)CC(=O)N([C@H](C)CO)C[C@@H](C)[C@H](CN(C)Cc2ccc(C(=O)O)cc2)O3)cc1 | nt | -5
CC(=O)Nc1ccc(NC(=O)CC2Sc3ccc(C(F)(F)F)cc3NC2=O)cc1 (configuration not stated) | -7 | -1
COc1ccc(NC(=O)Nc2ccc3c(c2)C(=O)N([C@H](C)CO)C[C@H](C)[C@H](CN(C)Cc2ccc(C(F)(F)F)cc2)OCCCC[C@@H](C)O3)cc1 | nt | 4
COc1ccc(OC)c(C2N=C(Nc3nc4ccccc4s3)NC3=C2C(=O)CC(C)(C)C3)c1 (configuration not stated) | -51 | 0
C[C@H]1CCCCO[C@H](CN(C)S(=O)(=O)c2cccs2)[C@@H](C)CN([C@@H](C)CO)C(=O)c2cc(NS(C)(=O)=O)ccc2O1 | 3 | nt
C[C@H]1CN([C@@H](C)CO)C(=O)c2cc(NC(=O)Nc3ccc(C(F)(F)F)cc3)ccc2O[C@H]1CN(C)C | nt | 3
O=C(NCc1ccco1)c1cnn2c(C(F)F)cc(-c3ccccc3)nc12 | -18 | 6
C[C@@H]1CCCCO[C@H](CN(C)S(=O)(=O)c2ccccc2)[C@@H](C)CN([C@H](C)CO)C(=O)c2cc(NC(=O)Nc3ccc4c(c3)OCO4)ccc2O1 | nt | 0
C[C@@H]1CN([C@@H](C)CO)C(=O)CCCn2cc(nn2)CO[C@@H]1CN(C)C(=O)Nc1cccc(F)c1 | nt | 7
CC(=O)N1Cc2ccccc2C[C@]2(N=C(c3ccc(OCCCO)cc3)O[C@@H]2c2ccccc2)C1=O | nt | 8
CC(C)(C)c1cc(NC(=O)CSc2n[nH]c(N)n2)cc(C(C)(C)C)c1 | -19 | -4
CC1CCN(S(=O)(=O)c2cn(CC(=O)N(C)Cc3ccccc3)c(=O)c3ccccc23)CC1 | -6 | nt
Cc1noc(C)c1NC(=O)Nc1ccc2c(c1)C(=O)N([C@@H](C)CO)C[C@H](C)[C@@H](CN(C)Cc1ccncc1)O2 | nt | 0
C[C@@H]1CCCCO[C@@H](CN(C)C(=O)CCCN(C)C)[C@@H](C)CN([C@H](C)CO)C(=O)c2cc(NC(=O)Nc3cccc4ccccc34)ccc2O1 | nt | -1

Following part
SMILES | mut p53 react | STK33 inh
O=c1c2ccccc2nc(-c2ccc(Cl)cc2Cl)n1CCCOc1ccccc1[N+](=O)[O-] | 14 | 1
COc1ccccc1NC(=O)Cn1cnc2sc(-c3ccccc3)cc2c1=O | -5 | 0
CNC[C@@H]1OCCCC[C@H](C)Oc2ccc(NC(=O)CCC(F)(F)F)cc2C(=O)N([C@@H](C)CO)C[C@@H]1C | 4 | nt
C[C@H]1CN([C@@H](C)CO)C(=O)Cc2cc(NS(C)(=O)=O)ccc2O[C@@H]1CN(C)S(=O)(=O)c1ccc(Cl)cc1 | nt | 1
O=C1O[C@@H](c2ccccc2)[C@@H](c2ccccc2)N2[C@@H](c3ccc(O)cc3)[C@]3(C(=O)Nc4ccc(C#CCCO)cc43)[C@@H](C(=O)NC[C@H](O)c3ccccc3)[C@H]12 | nt | 4
CNC[C@@H]1Oc2c(NC(=O)c3cc(C)nn3C)cccc2C(=O)N([C@H](C)CO)C[C@@H]1C | 2 | nt
Cc1noc(C)c1S(=O)(=O)N(C)C[C@H]1Oc2ccc(NC(=O)Nc3ccccc3)cc2CC(=O)N([C@H](C)CO)C[C@H]1C | -2 | 5
C[C@@H]1CN([C@@H](C)CO)C(=O)c2cccc(NS(=O)(=O)c3ccc(Cl)cc3)c2O[C@@H]1CN(C)C(=O)Nc1ccc(F)cc1 | -1 | nt
C[C@@H]1CN([C@H](C)CO)C(=O)Cc2cc(NC(=O)C3CCCCC3)ccc2O[C@@H]1CN(C)Cc1ccc(Cl)c(Cl)c1 | nt | 3
Cc1sc2c(c1C)c(=O)nc1scc(CC(=O)NCCO)n12 | 8 | 0
CC(C)C#Cc1ccc2c(c1)O[C@@H](CN(C)C(=O)CN(C)C)[C@@H](C)CN([C@@H](C)CO)S2(=O)=O | -2 | nt
C[C@@H]1CN([C@H](C)CO)C(=O)c2cc(NS(=O)(=O)c3cccs3)ccc2O[C@H]1CN(C)C(=O)Nc1ccc(F)cc1 | -4 | nt
Cc1noc(C)c1NC(=O)N(C)C[C@@H]1OCCCC[C@H](C)Oc2ccc(NS(C)(=O)=O)cc2C(=O)N([C@H](C)CO)C[C@@H]1C | 6 | nt
O=C(CN1CCCCC1)Nc1nonc1NC(=O)CN1CCCCC1 | 2 | -2
COC(=O)c1cc(NC(=O)CSc2nnc(C)s2)ccc1Cl | 5 | 1
C[C@H]1CN([C@@H](C)CO)C(=O)Cc2cc(NC(=O)CCC(F)(F)F)ccc2O[C@H]1CN(C)Cc1ccncc1 | nt | -6
C[C@H](CO)N1C[C@H](C)[C@@H](CN(C)S(=O)(=O)c2ccccc2)Oc2ccc(NC(=O)Nc3ccccc3)cc2C1=O | nt | 1
Cc1ccc(S(=O)(=O)N(C)C[C@H]2Oc3ccc(NC(=O)Cc4ccccc4)cc3CC(=O)N([C@H](C)CO)C[C@H]2C)cc1 | nt | 3
CCOC(=O)N(C)C[C@H]1OCc2cnnn2CCCC(=O)N([C@H](C)CO)C[C@@H]1C | nt | 9
COc1ccc(OC)c(CNCc2ccccc2OC)c1 | -5 | 3
COc1ccc(S(=O)(=O)N(C)C[C@@H]2Oc3ccc(NC(=O)Nc4ccccc4)cc3CC(=O)N([C@H](C)CO)C[C@H]2C)cc1 | -5 | 4
C[C@H]1CN([C@@H](C)CO)C(=O)CCCn2cc(nn2)CO[C@H]1CN(C)S(=O)(=O)c1ccc(C#N)cc1 | nt | -2
C[C@@H]1CCCCO[C@H](CN(C)Cc2ccc3c(c2)OCO3)[C@@H](C)CN([C@H](C)CO)C(=O)c2cc(NC(=O)CCCN(C)C)ccc2O1 | -6 | -1
CC(C)NC(=O)Nc1ccc2c(c1)CC(=O)N([C@@H](C)CO)C[C@@H](C)[C@@H](CN(C)Cc1ccccc1)O2 | nt | -3
Cc1noc(C)c1S(=O)(=O)Nc1ccc2c(c1)C(=O)N([C@H](C)CO)C[C@H](C)[C@H](CN(C)Cc1ccc3c(c1)OCO3)O2 | nt | 1

Next compounds:
SMILES | mut p53 react | STK33 inh
CS(=O)(=O)Nc1ccc2c(c1)[C@H]1C[C@@H](CC(=O)NCc3cccnc3)O[C@H](CO)[C@H]1O2 | 9 | nt
C[C@H](CO)N1C[C@H](C)[C@H](CN(C)CC2CC2)Oc2cc(C#Cc3ccccn3)ccc2S1(=O)=O | 2 | nt
Cc1ccc(OCCCn2cnc3ccccc3c2=O)c([N+](=O)[O-])c1 | 22 | -1
C[C@@H]1CCCCO[C@@H](CN(C)S(=O)(=O)c2cn(C)cn2)[C@@H](C)CN([C@H](C)CO)C(=O)c2cc(NC(=O)NC3CCCCC3)ccc2O1 | nt | -3
COc1ccc(NC(=O)CSc2nc(N)cc(=O)[nH]2)cc1 | 1 | -1
C[C@H]1CN([C@@H](C)CO)C(=O)Cc2cc(NC(=O)NC3CCCCC3)ccc2O[C@@H]1CN(C)C(=O)Nc1ccc(C(F)(F)F)cc1 | 2 | -1
C[C@@H]1CCCCO[C@H](CN(C)C(=O)NC2CCCCC2)[C@@H](C)CN([C@H](C)CO)C(=O)c2cc(NC(=O)Nc3ccc4c(c3)OCO4)ccc2O1 | nt | -3
C[C@@H]1CCCCO[C@H](CN(C)C(=O)Nc2ccc(C(F)(F)F)cc2)[C@@H](C)CN([C@H](C)CO)C(=O)c2cc(NC(=O)c3ccncc3)ccc2O1 | nt | -3
COc1cccc(C(=O)NC2(C(F)(F)F)C(=O)N(CC3CCCO3)C3=C2C(=O)CC(C)(C)C3)c1 (configuration not stated) | -3 | 2
COc1ccc(CN(C)C[C@H]2Oc3ccc(NC(=O)Nc4cccc5ccccc45)cc3CC(=O)N([C@@H](C)CO)C[C@@H]2C)cc1 | -8 | nt
COc1cc(C)c(C(=O)O[C@H]2[C@@H](OC(C)=O)[C@H](n3ccc(=O)[nH]c3=O)O[C@@H]2CO)c(OC)c1 | 1 | -2
C[C@@H]1CN([C@@H](C)CO)C(=O)Cc2cc(NC(=O)Cc3ccccc3)ccc2O[C@@H]1CN(C)CC1CC1 | 0 | -1
NC(=O)[C@@H]1[C@H]2C(=O)O[C@H](c3ccccc3)[C@H](c3ccccc3)N2[C@H](c2ccc(OCCO)cc2)[C@@]12C(=O)Nc1ccc(C#CC3=CCCCC3)cc12 | nt | 9
C[C@@H]1CCCCO[C@@H](CN(C)C(=O)NC2CCCCC2)[C@@H](C)CN([C@H](C)CO)C(=O)c2cc(NC(=O)Nc3ccc(C(F)(F)F)cc3)ccc2O1 | nt | 2
COc1ccc(NC(=O)Nc2ccc3c(c2)C(=O)N([C@H](C)CO)C[C@H](C)[C@@H](CN(C)S(=O)(=O)c2c(C)noc2C)OCCCC[C@@H](C)O3)cc1 | nt | -2
COc1ccc([N+](=O)[O-])cc1NC(=O)CCN1CCN(CCO)CC1 | -5 | 1
C[C@H]1CN([C@@H](C)CO)C(=O)c2cc(NC(=O)Nc3ccc4c(c3)OCO4)ccc2O[C@H]1CN(C)S(=O)(=O)c1ccccc1 | nt | -1
O=C(CSc1nc2sc3c(c2c(=O)n1-c1ccccc1)CCC3)N1CCC(c2noc3ccc(F)cc23)CC1 | -6 | 3
COc1cc(OC)c(C2=NOC(C(=O)Nc3sc4c(c3C#N)CCC4)C2)cc1Cl (configuration not stated) | -6 | -3
Cc1noc(C)c1NC(=O)Nc1ccc2c(c1)CC(=O)N([C@@H](C)CO)C[C@@H](C)[C@@H](CN(C)C)O2 | 1 | nt
C[C@H](CO)N1C[C@H](C)[C@@H](CN(C)C)OCc2cn(nn2)CCCC1=O | 4 | -3
COCC#Cc1cnc2c(c1)C(=O)N([C@@H](C)CO)C[C@@H](C)[C@H](CN(C)Cc1ccc3c(c1)OCO3)O2 | 6 | nt
CC(C)OC(=O)C1=c2s/c(=C\c3cccnc3)c(=O)n2C(N)=C(C#N)C1c1cccnc1 (configuration not stated) | nt | -2
C[C@@H]1CN([C@@H](C)CO)C(=O)Cc2cc(NC(=O)Nc3ccc4c(c3)OCO4)ccc2O[C@@H]1CN(C)Cc1ccc(C(=O)O)cc1 | nt | -3
Cc1ccc(S(=O)(=O)N2Cc3ccccc3CC2C(=O)Nc2sc3c(c2C#N)CCCC3)cc1 (configuration not stated) | 9 | -6
Cc1noc(C)c1S(=O)(=O)N(C)C[C@H]1Oc2ccc(NS(=O)(=O)c3cn(C)cn3)cc2CC(=O)N([C@@H](C)CO)C[C@H]1C | 8 | 1

Source: PubChem BioAssay

Only part of the results is shown. The share of hits here may be higher or lower than overall.
